Assay outcomes as filed in PubChem.
SR-BI uptake up = SR-BI HDL lipid transfer activation; CHO ldlA[mSR-BI] cells, DiI-HDL uptake fluorescence, 3 h; 100 = double the neutral-control signal; activation, % at 12.5 µM; actives 0.096% (n = 320,000); AID 504775;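 active means mean replicate activation of at least 60% and every replicate at or above 60%; inconclusive means mean or all-replicate condition met, but not both; inactive means mean below 60% and not all replicates reaching 60%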;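 further: 0% = median plate neutral-control signal and 100% = twice that signal; values of inactives mirror those of a sister screen read the other way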
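System: LDL receptor-deficient CHO ldlA cells overexpressing murine SR-BI | Timing: 3 h uptake period with compound, 37 °C | Medium: HEPES-buffered (25 mM, pH 7.4) F12 plus 0.5% BSA | Dosing: Single-point compound dose | Signal: Bottom-read fluorescence, 550/595 nm | Read-out: Retained DiI signal reflecting DiI-HDL uptake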
RTF Ca sens inh = cardiac RTF calcium desensitization; P19429+P45379; IANBD-labeled cardiac RTF, Ca2+ fluorescence; inhibition, % at 7.15 µM; actives 0.12% (n = 340,000); AID 493244;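 active means inhibition above the mean inhibition of all tested compounds plus 3 SD, cut at about 17% in these data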;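 further: assay run at fixed EC70 calcium of 1.6 mM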
PKA-R2B act = activators of human PKA-R2B complex; actives 0.079% (n = 340,000); activation, % at 11.4 µM; PKA-R2B holoenzyme dissociation, Cy5-IP20 fluorescence polarization; R2B truncated from residue 108, S112A mutant; 0% DMSO only, 100% 113 µM cGMP;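 active means activation above a cutoff set at the mean over all compounds plus 3 SD, cut at about 18% in these data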;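 further: higher means more holoenzyme dissociation and a rise in polarization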
CAL PDZ FP-1 = blocks peptide binding to human CAL PDZ domain; actives 0.02% (n = 330,000); Q9HD26; purified CAL PDZ, TMR-peptide fluorescence polarization, 1 h; AID 504414; inhibition, % at 20 µM;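 active means highest replicate inhibition of at least 40%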;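 further: plate controls were DMSO neutral control wells for no effect and unlabeled competitor peptide control wells for full effect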
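Control set: unlabelled peptide and DMSO controls / Material: purified CerCALP PDZ construct / Timing: 1 h incubation at room temperature before polarization reading / Doses: 20 µM, one dose / Detection: fluorescence polarization (mP)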
Rtt109 Vps75 = inhibitors of Candida albicans Rtt109/Vps75 histone acetyltransferase; Q5AAJ8; purified Rtt109/Vps75, ThioGlo CoA-SH fluorescence, 4 h; inhibition, % at 34.9 µM; actives 0.16% (n = 330,000); AID 540336;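 active means inhibition of at least 50% in every replicate; inconclusive means best replicate reaches 50% inhibition but some replicates fall short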
Target sequence (Q5AAJ8 whole entry, looked up): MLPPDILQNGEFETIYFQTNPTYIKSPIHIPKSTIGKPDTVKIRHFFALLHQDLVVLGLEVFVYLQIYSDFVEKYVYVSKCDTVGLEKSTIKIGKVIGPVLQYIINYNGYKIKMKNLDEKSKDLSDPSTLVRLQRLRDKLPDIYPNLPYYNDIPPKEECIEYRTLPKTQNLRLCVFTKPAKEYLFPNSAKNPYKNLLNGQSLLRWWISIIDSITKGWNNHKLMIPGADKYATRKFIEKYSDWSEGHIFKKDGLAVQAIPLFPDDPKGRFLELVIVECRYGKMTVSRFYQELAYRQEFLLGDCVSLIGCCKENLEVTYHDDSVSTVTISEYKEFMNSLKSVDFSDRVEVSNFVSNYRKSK
CAL PDZ FP-2 = inhibitors of human CAL PDZ peptide binding; AID 602252; Q9HD26; purified CAL PDZ, TMR-peptide fluorescence polarization, 1 h; inhibition, % at 24.9 µM; actives 0.92% (n = 300,000);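 active means mean inhibition of at least 30% with at least half of replicates also reaching 30%; inconclusive means no clear call, values can overlap the other calls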;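 further: 0% = DMSO neutral control and 100% = excess unlabeled competitor peptide PRC23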
DAGLB inhibitor = blocks human DAGLB lipase activity; Q8NCG7; HEK293T DAGLB membrane lysate, EnzChek fluorogenic substrate; inhibition, % at 5.17 µM; actives 0.059% (n = 340,000); in the data active means inhibition above about 34%;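 further: 0% = enzyme with vehicle and 100% = wells lacking enzyme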
Target sequence (Q8NCG7 whole entry, looked up): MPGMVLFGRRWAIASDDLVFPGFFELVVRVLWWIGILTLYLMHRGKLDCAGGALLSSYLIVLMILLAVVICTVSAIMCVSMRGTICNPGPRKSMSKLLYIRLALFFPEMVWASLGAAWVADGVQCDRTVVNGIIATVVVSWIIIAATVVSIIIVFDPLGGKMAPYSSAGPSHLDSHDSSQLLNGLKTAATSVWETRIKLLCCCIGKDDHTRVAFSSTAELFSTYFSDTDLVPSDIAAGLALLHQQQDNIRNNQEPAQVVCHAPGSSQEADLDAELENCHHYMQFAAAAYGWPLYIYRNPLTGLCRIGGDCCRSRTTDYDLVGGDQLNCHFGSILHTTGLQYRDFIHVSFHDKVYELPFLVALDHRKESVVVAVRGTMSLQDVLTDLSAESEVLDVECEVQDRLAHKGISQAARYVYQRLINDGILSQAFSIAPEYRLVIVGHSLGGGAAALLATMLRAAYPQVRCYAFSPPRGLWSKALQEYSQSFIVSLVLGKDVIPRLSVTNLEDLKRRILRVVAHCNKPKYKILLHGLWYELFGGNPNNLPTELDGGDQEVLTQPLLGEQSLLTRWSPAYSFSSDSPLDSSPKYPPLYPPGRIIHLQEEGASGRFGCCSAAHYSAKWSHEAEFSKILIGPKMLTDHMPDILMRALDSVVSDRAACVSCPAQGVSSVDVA
RTF Ca sens act = cardiac RTF calcium sensitization | P19429+P45379 | activation, % at 7.2 µM | IANBD-labeled TnC RTF fluorescence at EC20 calcium; 0% EC20 calcium, 100% full calcium | AID 493008 | actives 0.24% (n = 340,000);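 active means activation above the mean over all tested compounds plus 3 SD, cut at about 30% in these data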;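 further: rise in fluorescence read as greater calcium sensitivity of cardiac thin filaments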
Keap1 Nrf2 FP = inhibitors of human Keap1-Nrf2 protein-protein interaction; inhibition, % at 9.4 µM; Keap1 Kelch-Nrf2 peptide fluorescence polarization, 1536-well; Q14145; actives 0.15% (n = 340,000); in the data active means inhibition above about 12%; inconclusive means no clear call, values can overlap the other calls; inactive means below about 7.3%;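 further: human Keap1 Kelch domain with fluorescein labeled Nrf2 9mer peptide probe; 0% = neutral control wells and 100% = peptide positive control; higher means more block of Keap1 binding to Nrf2 peptide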
LANA DNA inh = blocks KSHV LANA C-terminal domain binding to DNA | AID 504423 | inhibition, % at 9 µM | actives 0.078% (n = 340,000) | MBP-C-LANA/FAM-LBS DNA binding, fluorescence polarization;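 active means highest replicate inhibition at or above 60% at 9 µM, even if other replicates fall short; inactive means all replicates below 60% inhibition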;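 further: 0% = neutral control wells and 100% = 4 µM acridine orange control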
An asterisk follows results filed as active; ? = inconclusive; . = not tested or not shown.

SMILES	SR-BI uptake up	RTF Ca sens inh	PKA-R2B act	CAL PDZ FP-1	Rtt109 Vps75	CAL PDZ FP-2	DAGLB inhibitor	RTF Ca sens act	Keap1 Nrf2 FP	LANA DNA inh
COc1ccc(OCc2cc(C(=O)NCCN3CCCC(O)C3)no2)c(Cl)c1 (centres undefined)	24	-4	0	-1.8	3	-6	-1	1	1	-0.9
Cc1cc(C)c(CN2CCCC(CNC(=O)c3ccc(F)cc3)C2)c(-n2cccn2)c1 (centres undefined)	-20	-4	3	-3.2	0	-3	1	-1	-4	-1.3
CCOC(=O)c1cnn(Cc2ccccc2)c1N	-3	-7	4	-0.8	-23	-3	-1	5	-3	0.6
COc1ccc2cc(C(=O)N3CCN(c4ccc(F)cc4)CC3)[nH]c2c1	-15	0	2	-1.1	0	-6	3	-2	-2	-0.7
Cc1ccccc1NC(=O)c1ccc(OCC(=O)Nc2ccccc2F)cc1	6	1	-8	-17	1	2	0	4	-4	0.6
Cc1cc2c(cc1S(=O)(=O)N1CCCC1)n(C)c(=O)c(=O)n2C	23	-11	-5	-0.2	3	.	1	-5	4	0.3
COc1ccc(CCNc2ncccc2C#N)cc1OC	-3	-6	-1	-2.0	-5	-3	-1	4	-8	1.2
COc1ccc(O)c(C2=Nc3ccccc3N=C(c3ccco3)C2)c1	.	-5	-7	-0.3	3	-1	0	-4	4	-2.2
COc1cc(=O)[nH]c(=O)n1CC(=O)c1ccccc1	0	-11	-1	-0.3	-32	-5	-1	-3	-2	-0.8
BrC(/C=N/N1CCN(Cc2ccccc2)CC1)=C/c1ccccc1	8	-6	-8	0.7	?	-3	-12	2	-4	-0.4
Cc1cc(Br)c(NC(=O)COC(=O)CSc2nnc(-c3ccc(Cl)cc3)o2)c(Br)c1	9	-2	-11	-1.4	-6	-2	2	2	-3	3.1
CC(=O)N1c2c(ccc3ccccc23)C(C)CC12CCCCC2 (centres undefined)	15	-3	-1	0.1	-5	-2	-10	0	-4	-1.1
CC(C)c1ccc(NC(=O)Cn2c(=O)oc3cccnc32)cc1	2	0	-1	0.2	6	.	0	4	-1	49
COc1cccc(-c2cc(C(=O)NCC3CCCO3)on2)c1 (centres undefined)	-3	-7	2	-2.9	0	-2	-1	-1	0	0.8
CC1(C)CC(=O)C2=C(C1)Nc1ncnn1C2c1cccs1 (centres undefined)	14	14	-9	-0.9	-14	-2	1	3	-3	-1.7

Four entries from above, arranged by count of non-hydrogen atoms, high to low:
SMILES	SR-BI uptake up	RTF Ca sens inh	PKA-R2B act	CAL PDZ FP-1	Rtt109 Vps75	CAL PDZ FP-2	DAGLB inhibitor	RTF Ca sens act	Keap1 Nrf2 FP	LANA DNA inh
COc1ccc(OCc2cc(C(=O)NCCN3CCCC(O)C3)no2)c(Cl)c1 (centres undefined)	24	-4	0	-1.8	3	-6	-1	1	1	-0.9
CC(C)c1ccc(NC(=O)Cn2c(=O)oc3cccnc32)cc1	2	0	-1	0.2	6	.	0	4	-1	49
CC1(C)CC(=O)C2=C(C1)Nc1ncnn1C2c1cccs1 (centres undefined)	14	14	-9	-0.9	-14	-2	1	3	-3	-1.7
CCOC(=O)c1cnn(Cc2ccccc2)c1N	-3	-7	4	-0.8	-23	-3	-1	5	-3	0.6

(continued)
SMILES	SR-BI uptake up	RTF Ca sens inh	PKA-R2B act	CAL PDZ FP-1	Rtt109 Vps75	CAL PDZ FP-2	DAGLB inhibitor	RTF Ca sens act	Keap1 Nrf2 FP	LANA DNA inh
C=CCOc1ccc(CNCc2cccnc2)cc1OCC	5	-2	5	0.2	1	0	-1	-3	-1	-2.7
CCOC(=O)CSc1nc(-c2ccccc2)nc2ccc(C)cc12	-39	0	-11	-1.5	-5	5	-3	-3	3	-1.3
COc1cc(C(C)=O)ccc1OCCCOc1cccc2cccnc12	-7	4	-3	-1.6	3	8	3	-1	-2	-0.5
CCOC(=O)C1(C)/C(=N/Nc2ccc(Cl)cc2)C(=O)C(=O)N1c1ccccc1 (centres undefined)	-5	-2	-12	0.4	3	-1	8	1	-6	1.0
Cc1cc(C)nc(N/N=C/c2ccccc2OCc2cccc(Br)c2)n1	-25	2	-9	-0.5	1	-3	-1	-10	4	0.4
Cc1ccc(OCc2nnc(SCC(=O)Nc3ncc(C)s3)o2)cc1	-5	3	-3	-0.6	-9	-5	2	-4	-2	0.7
COc1ccc(OC)c(C2C(C(=O)c3cc4ccccc4o3)=C(O)C(=O)N2c2cc(C)on2)c1 (centres undefined)	4	10	-9	-1.9	28	-6	7	-5	-4	-1.1
Cn1c(NCc2ccccc2)cc(=O)n(C)c1=O	18	-6	4	-2.0	0	-1	-1	11	2	0.5
COc1cc(/C=C2\CC(C(C)(C)C)C/C(=C\c3cc(OC)c(OC)c(OC)c3)C2=O)cc(OC)c1OC (centres undefined)	-15	-8	5	-0.7	-4	-2	-15	-3	3	-0.4
COc1cc(OC)cc(C(=O)N2CCN(C3CCCCC3)CC2)c1	1	1	-3	.	-4	-1	-1	-3	-5	0.8
COc1ccc(NC(=O)CS(=O)c2ccc(F)cc2)cc1 (centres undefined)	15	-3	-7	-0.6	3	.	1	-1	-2	2.1
C=C(C)CSc1nncn1/N=C/c1ccc(OC)cc1	-16	-3	2	-0.9	11	-7	0	1	0	0.2
CC(NC(=O)COc1ccc(/C=N/NC(=O)C(=O)Nc2ccccc2Br)cc1)c1ccccc1 (centres undefined)	-61	-11	10	-1.8	-24	-3	-2	8	-4	-0.5
CN=C(NC1CCCCC1)c1ccc(Cl)cc1	.	-1	-6	0.0	-4	9	1	3	0	-0.8
Nc1nc(C(=O)N2CCOCC2)nn1C(=O)c1ccc(Cl)cc1	11	-8	5	-4.0	-6	.	0	9	-12	2.0
O=C(c1ccco1)N1CCN(c2ccc(Cl)c(Cl)c2)CC1	-22	16	-1	-0.8	-4	.	-4	-2	-1	0.3
COc1ccc(NC(=O)CN(C)S(=O)(=O)c2ccc3c(c2)c(=O)n(C)c(=O)n3C)cc1	6	-15	8	0.0	0	.	-2	-3	2	9.7
CN(CC(=O)Nc1ccncc1)S(=O)(=O)c1ccc(Br)cc1	32	-8	-2	.	14	-3	0	5	-8	0.4
Cc1cccc(OCC(=O)N(Cc2ccco2)C2CCS(=O)(=O)C2)c1 (centres undefined)	7	1	-5	-2.4	-9	.	3	15	-3	0.3
CN1CCN(S(=O)(=O)c2cccc(C(=O)N(Cc3nnc(-c4ccc(Cl)cc4)o3)C3CC3)c2)CC1	-7	0	1	0.2	-9	.	0	-1	0	-0.3
COc1ccc(NC(=O)COC(=O)CNS(=O)(=O)c2ccc(C)cc2)c(OC)c1	0	-3	-4	0.3	-1	-3	-1	3	0	1.9
CO/N=C/NC(=O)c1cn(-c2ccc(F)cc2)c(=O)c2ccccc12	-20	-9	-2	-1.7	-2	.	-4	2	1	-0.6
Cc1cc(Cl)ccc1OCCCC(N)=O	14	-3	3	-0.3	2	-4	1	-5	3	3.1
O=c1cc(N2CCOCC2)cnn1-c1ccccc1	8	-3	-7	0.1	-3	-3	0	1	3	0.7
Cc1ccc(-n2nc(-c3cccs3)cc2C(=O)NCC2CCCO2)c(C)c1 (centres undefined)	-37	9	-3	-3.8	8	-6	-4	3	0	-0.6
O=S(=O)(c1ccccc1Br)N(Cc1ccccc1)CC(O)COCc1ccccc1 (centres undefined)	-6	-3	-4	-0.1	-5	2	-10	0	-5	2.7
CCOc1ccc(OCCSc2nnnn2C2CCCCC2)cc1	11	-4	-2	-0.1	-1	-2	-9	-1	-5	0.5
Cc1ccc(S(=O)(=O)NCCC(=O)Nc2ccc(Cl)c(Cl)c2)cc1	2	5	-17	-3.3	7	-3	-3	4	-2	1.7
Cc1c(/C=N/NC(=O)c2ccccc2O)c2ccccn2c1C(=O)c1ccc(F)cc1	-60	-5	-7	0.0	-3	1	3	5	-1	0.2
NS(=O)(=O)c1ccc(CCNC(=O)C(=O)NCC2OCCN2C(=O)c2ccc3c(c2)OCO3)cc1 (centres undefined)	-5	8	-11	-2.0	14	-2	1	-2	-1	0.4
CCCCC1=CC2=CC(=O)C(C)(OC(=O)CC)C(=O)C2=CN1CCCCO (centres undefined)	1	-1	11	-0.3	-3	-1	-3	-1	2	2.3
CC#CCN1c2ccccc2[C@]23C[C@@H](C(=O)OC)N(C(=O)c4cc(C)oc4C)C2=NC(C(=O)OC)=C(C(=O)OC)[C@H]13	5	3	6	-0.9	2	1	1	-6	-8	1.2
Cc1csc(NC(=O)CN2CCCCCC2)n1	9	2	-8	-2.4	-1	-3	-3	0	-1	2.4
COc1ccc(C2C(C(=O)c3ccco3)=C(O)C(=O)N2Cc2cccnc2)cc1OC (centres undefined)	22	13	0	-1.6	0	-5	2	-5	0	0.5
CN(C)S(=O)(=O)c1cc(NC(=O)COC(=O)/C=C/c2ccco2)ccc1Cl	.	-10	-3	0.2	2	12	-1	1	-7	-1.0
CSc1ccc(NC(=O)NCc2ccccc2)cc1	12	3	-2	-1.0	-3	-2	-3	4	0	-0.7
COc1cccc(/C=C2\SC(=S)N(C(C(=O)O)c3ccccc3)C2=O)c1OC (centres undefined)	27	5	-3	-0.2	-4	4	8	-2	-1	-0.2
Cc1cccn2c(=O)c(C=O)c(N3CCN(c4ccccc4)CC3)nc12	9	-1	-2	-2.1	19	-1	-4	1	-1	0.3
Cc1ccc(S(=O)(=O)N2CCN(C(=O)c3c(-c4ccccc4)noc3C)CC2)cc1C	-2	-11	-2	-0.5	13	-3	-3	-10	3	0.4
Cc1ccc(S(=O)(=O)N2[C@@H](c3cccc(Cl)c3)C(C(=O)O)=CC[C@H]2c2ccc(C(C)C)cc2)cc1	-2	6	7	-1.4	2	-5	10	-16	-5	4.3
CC1CC/C(=N/Nc2ccccc2)C(=O)N1 (centres undefined)	-2	-2	-2	0.2	2	0	-3	-3	-4	1.7
CCc1c(O)nc(SCC(=O)Nc2ccccc2OC)n(-c2ccccc2C)c1=O	11	-23	4	-4.6	-2	1	7	5	0	-1.5
Cc1ccc(C(=O)NC(=S)Nn2cnnc2)cc1	20	-1	-4	-2.2	-5	-3	1	6	-2	0.3
CCC(=O)N1CCc2cc(S(=O)(=O)CCC(=O)Nc3ccc(CC)cc3)ccc21	11	-15	-2	-1.0	-7	3	-3	3	2	-0.2
CCCNC(=O)NC(=O)CSc1nc2ccccc2c(=O)n1Cc1ccncc1	25	2	-12	0.5	-1	0	2	1	-4	0.7
